EWS-Fli block – blocks EWS/Fli oncoprotein-driven transcription | A673 NR0B1-luciferase reporter, viability-normalised | inhibition, % at 12.6 µM | hit rate 0.67% among 350,000 | AID 651661;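 active = mean inhibition of at least 50% after viability correction, with every replicate also passing that limit; inconclusive = mean reaches 50% but only one of two replicates passes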;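 also: firefly luciferase signal divided by Alamar Blue viability fluorescence both relative to DMSO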
Casp6 inh – inhibitors of human caspase-6; purified caspase-6, Z-VEID-R110 cleavage fluorescence; inhibition, % at 12.5 µM; hit rate 0.53% among 350,000; AID 686996;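 active = mean inhibition across replicates at least about 35%, with every replicate also reaching that limit, limit read from the data; inconclusive = only one of the two criteria met; inactive = neither criterion met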;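 also: 0% = median of neutral control wells and 100% = no fluorescence left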
Target sequence (P55212 24-179 limits assumed): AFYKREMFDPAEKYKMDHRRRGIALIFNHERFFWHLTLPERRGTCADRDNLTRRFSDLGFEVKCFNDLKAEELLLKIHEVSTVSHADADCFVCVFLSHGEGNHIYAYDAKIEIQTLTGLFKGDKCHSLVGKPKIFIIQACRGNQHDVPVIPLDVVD
Target sequence (P55212 194-293 limits assumed): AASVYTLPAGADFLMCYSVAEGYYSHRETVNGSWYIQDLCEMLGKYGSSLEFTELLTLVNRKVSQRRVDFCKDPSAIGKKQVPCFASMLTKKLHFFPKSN
ARNT TACC3 PPI – disrupts binding between human ARNT and TACC3 | AlphaScreen His-ARNT PAS-B/GST-TACC3 binding, luminescence; TACC3 fragment carries E629A point mutation | hit rate 0.66% among 390,000 | inhibition, % at 9.99 µM | AID 623870 | Q9Y6A5;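 active = mean inhibition of replicates at least 50% and at least half of replicates each reaching 50%; inconclusive = half or more replicates reach 50% but mean below 50%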;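 also: 0% = complete ARNT plus TACC3 wells and 100% = ARNT alone without TACC3; many hits fall short of the cut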
LGR2 antag – Drosophila LGR2 receptor signaling inhibition; AID 720647; hit rate 0.35% among 380,000; inhibition, % at 9.99 µM; HEK293 LGR2, CRE-luciferase, bursicon-stimulated, 4 h;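 active = drop in luminescence signal, shown as inhibition above about 50% in the replicate tests, limit read from the data, passing the limit was not always enough; inconclusive = probably only some replicates passing the limit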;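 also: agonist challenge used bursicon conditioned medium at about half maximal strength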
PAX8 reporter – lowers PAX8-driven luciferase in RMG-I cells; RMG-I TPO-luciferase reporter, SteadyGlo, 24 h; hit rate 1.2% among 360,000; inhibition, % at 12.6 µM;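 active = mean replicate inhibition at least 60% with every replicate also reaching 60%; inconclusive = only one of the two criteria is met; inactive = mean below 60% and not all replicates reaching 60%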;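 also: luciferase light reporting Pax8 driven TPO promoter activity; plate controls were median of neutral control wells for no effect and mitoxantrone controls for full effect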
DENV2 CPE – inhibitors of DENV2 cytopathic effect. DENV2-infected cells, cytopathic effect rescue, plate reader. CPE inhibition, % at 9.99 µM. hit rate 1.7% among 350,000. AID 651640; in the data active = CPE inhibition above about 20%, passing the limit was not always enough; inconclusive = no clear call, values can overlap the other calls; tested in BHK-21 cells;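 also: 0% = median of neutral control wells and 100% = median of positive control wells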
SIRT5 block – sirtuin-5 (human) deacylase inhibition. Purified SirT5, succinyl-peptide AMC, trypsin-coupled fluorescence. inhibition, % at 15 µM. hit rate 1.1% among 330,000; in the data active = inhibition above about 15%; inconclusive = no clear call, values can overlap the other calls
Target sequence (Q9NXA8 whole entry, looked up): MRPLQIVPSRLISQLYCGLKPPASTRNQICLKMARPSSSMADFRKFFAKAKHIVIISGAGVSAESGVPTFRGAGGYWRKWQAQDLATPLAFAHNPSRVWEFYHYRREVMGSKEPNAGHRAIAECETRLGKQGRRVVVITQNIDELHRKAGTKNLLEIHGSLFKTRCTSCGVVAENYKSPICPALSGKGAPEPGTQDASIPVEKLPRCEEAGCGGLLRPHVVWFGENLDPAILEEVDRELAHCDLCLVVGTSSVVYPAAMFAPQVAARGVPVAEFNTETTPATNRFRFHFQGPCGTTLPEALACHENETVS
Active calls of the source: *; u = inconclusive; x = no result given; & = joins results of further samples. Not a hit list; overall some 4.9% were active at least once.

Order of values: EWS-Fli block, Casp6 inh, ARNT TACC3 PPI, LGR2 antag, PAX8 reporter, DENV2 CPE, SIRT5 block
#1 CC(C)c1ccc(/C=N/NC(=O)c2cccc(S(=O)(=O)N3CCOCC3)c2)cc1
    11, 2, -7, x, 1, -2, 0
#2 Cc1ccc(S(=O)(=O)N(CC(=O)NCc2ccccc2)C(=O)N2CCN(C)CC2)cc1
    -1, -2, -4, 0, -12, -7, -2
#3 CC(=O)NC1CCN(CC(=O)Nc2nccs2)CC1
    -2, 1, -3, -2, 11, -2, -3
#4 CCSc1nc(N2CCOCC2)c2ccccc2n1
    x, -4, x, x, 1, x, 1
#5 O=C(COC(=O)CCc1ccc(S(=O)(=O)N2CCCCC2)cc1)Nc1cccc2ccccc12
    x, x, -8, 17, 8, x, x
#6 O=C(O)c1ccc(CNCc2cc(Cl)ccc2O)cc1
    -3, 0, -5, 3, -19, 0, x
#7 Cc1cccc(-n2[nH]c3c4c(ccc3c2=O)C(=O)c2ccccc2C4=O)c1
    x, x, -4, 7, 15, x, x
#8 Cc1cc(C)c(C(=O)NCCCN2CCOCC2)c(C)c1
    8, -5, 15, -1, -5, u, -1
#9 CSCCNC(=O)c1ccc2nc(C3CCCCC3)oc2c1
    -25, 3, -1, x, -38, 13, -3
#10 CC(C)NC(=O)N(C)C[C@H]1OCCCC[C@@H](C)Oc2ccc(NC(=O)c3ccncc3)cc2C(=O)N([C@@H](C)CO)C[C@@H]1C
    -1, 1, -14, 10, -7, 2, -3
#11 CN1CCN(C(=O)C[C@H]2C=C[C@@H](NC(=O)Nc3ccccc3F)[C@H](CO)O2)CC1
    -11, -7, -7, 1, -14, 0, -2
#12 Cc1ccccc1NP1(=O)OCCCN1Cc1ccccc1Cl (configuration not stated)
    -5, 1, -3, 13, -5, -7, x
#13 COc1cccc(OC)c1C(=O)OCC(=O)/C(C#N)=C(\C)N
    -3, 5, 10, -3, -12, 6, -2
#14 O=C(N[C@@H]1CC[C@H](CCn2cc(C3(O)CCCC3)nn2)O[C@H]1CO)C1CCCCC1
    6, 0, 5, -26, 0, 0, -2
#15 CNC(=O)COC(=O)c1ccc(NS(=O)(=O)c2ccc3c(c2)OCCO3)cc1
    11, 7, -1, 15, -17, -2, 0
#16 Cc1noc(C)c1NC(=O)N[C@@H]1CC[C@H](CC(=O)Nc2ccc(-c3ccccc3)cc2)O[C@@H]1CO
    4, -6, -2, 11, 37, -5, 3
#17 Cc1nnc(N/N=C/c2ccccn2)[nH]c1=O
    35, 7, 61*, 34, 40, 5, 2
#18 C=CCn1c(CCC(=O)O)ccc1-c1ccccc1
    x, 2, 0, 17, x, -4, -4
#19 O=C(CN1CCN(c2ccccc2)CC1)Nc1ccc(F)cc1
    1, 3, -3, 3, -10, -7, -1
#20 C=CCOc1ccc(CN(C)C(=O)C2CCCO2)cc1 (configuration not stated)
    -6, -6, 20, -16, -31, -3, -1
#21 O=C1NC(=S)/C(=C\c2ccc(-c3ccccc3Cl)o2)S1
    x, x, 2, -8, -26, x, x
#22 Oc1ccc(/C=N/Nc2ccnc3cc(Cl)ccc23)c(O)c1
    13, 69*, -6, -9, -5, 1, -2
#23 O=C(CN1CCN(c2ccc(F)cc2)CC1)Nc1ccc(S(=O)(=O)N2CCOCC2)cc1
    x, 1, -12, -10, 12, -13, -7
#24 CC1(C)Cc2c(sc(NC(=O)C(=O)N3CCCCC3)c2C(=O)O)CO1
    2, 9, -10, 12, 2, 8, 8
#25 O=C(Nc1ccccc1F)N1CC(=O)N2[C@@H](CO)[C@@H](c3ccc(-c4cccnc4)cc3)[C@@H]2C1
    9, -1, x, 5, x, u, 1
#26 COc1cc(C(=O)COC(=O)c2cccs2)cc(OC)c1OC
    0, -1, -4, -2, 17, -3, 1
#27 Cc1ccc(NC(=S)N(CCCN2CCCC2)Cc2cccn2Cc2ccc(Cl)cc2)cc1C
    27, -48, 1, 4, 0, -3, -3
#28 O=C(O)c1ccc(N/N=C/C2=Cc3ccccc3OC2)cc1
    -85, 13, 8, -93, -117, 15, 3
#29 C[C@H]1CN([C@@H](C)CO)S(=O)(=O)c2ccc(C3=CCCC3)cc2O[C@H]1CN(C)C(=O)C1CCCCC1
    10, -5, -3, 11, x, 8, -5
#30 COc1ccc(OC)c(S(=O)(=O)N2CCN(C(=O)c3cc(C4CC4)nn3-c3ccccc3)CC2)c1
    13, 3, -13, 4, 4, 4, 1

Next part, overlapping the part above by 2 compounds.
Order of values: EWS-Fli block, Casp6 inh, ARNT TACC3 PPI, LGR2 antag, PAX8 reporter, DENV2 CPE, SIRT5 block
#29 C[C@H]1CN([C@@H](C)CO)S(=O)(=O)c2ccc(C3=CCCC3)cc2O[C@H]1CN(C)C(=O)C1CCCCC1
    10, -5, -3, 11, x, 8, -5
#30 COc1ccc(OC)c(S(=O)(=O)N2CCN(C(=O)c3cc(C4CC4)nn3-c3ccccc3)CC2)c1
    13, 3, -13, 4, 4, 4, 1
#31 COc1cccc(C(=O)Nc2sc3c(c2C(=O)O)CCCC3)c1
    -207, 1, -1, -48, -12, 5, -2
#32 Cn1nccc1-c1cc(Cl)cc(Cl)c1O
    -8, 2, -1, -30, -17, 3, -3
#33 COC(=O)C[C@@H]1CC[C@@H]2[C@H](COC[C@H](O)CN2S(=O)(=O)c2ccccc2C)O1
    3, -2, -5, 25, 13, 16, -7
#34 CN(C)C(=O)[C@H]1[C@H](CO)[C@H]2Cn3c(ccc(-c4ccncc4)c3=O)[C@H]2N1Cc1ccccc1
    3, -3, 1, 11, x, -9, -1
#35 CCc1ccc(CNC(=O)C2CCN(S(=O)(=O)N3CCCC3)CC2)cc1
    x, 1, 1, -7, -1, 2, 0
#36 Cc1noc(C)c1S(=O)(=O)Nc1ccc2c(c1)C(=O)N([C@H](C)CO)C[C@@H](C)[C@@H](CN(C)Cc1ccccc1)OCCCC[C@H](C)O2
    4, 4, 10, -14, -8, -9, 3
#37 CCOC(=O)C1=CCN(S(=O)(=O)c2ccccc2F)C1c1cccc(C)c1 (configuration not stated)
    -16, -4, x, 17, -13, 3, 1
#38 C[C@@H]1CCCCO[C@@H](CN(C)S(=O)(=O)c2ccc(Cl)cc2)[C@@H](C)CN([C@@H](C)CO)C(=O)c2cc(NC(=O)CCC(F)(F)F)ccc2O1
    -1, 0, -5, 14, -4, -9, 15
#39 C[C@@H]1CN([C@H](C)CO)C(=O)c2cc(NC(=O)C3CCCCC3)ccc2O[C@@H](C)CCCCO[C@H]1CN(C)Cc1ccc2c(c1)OCO2
    11, -2, 5, 6, 8, -4, -2
#40 O=c1n(-c2ccccc2)c(=O)n2n1CC(COc1ccccc1)=C1[C@@H](c3ccccc3)OB(O)C[C@@H]12
    4, 1, 10, x, x, -9, 9
#41 COc1ccc(CNC(=O)C2CCN(S(=O)(=O)c3ccc4nc5c(c(C(=O)O)c4c3)CC(C)CC5)CC2)cc1 (configuration not stated)
    x, 36*, 44, -11, 11, -1, 2
#42 Cc1cc(NS(=O)(=O)c2ccc(Nc3nc(-c4ccc(O)cc4)cs3)cc2)no1
    x, x, 31, 9, -7, x, x
#43 O=C(Nc1c2c(nn1-c1ccc(F)cc1)CS(=O)C2)c1ccco1 (configuration not stated)
    x, -2, -10, -2, 0, -7, -5
#44 CO[C@@H]1CN(C)C(=O)c2cc(NS(C)(=O)=O)ccc2OC[C@H](C)N(C(=O)C2CCCCC2)C[C@@H]1C
    -1, 0, -6, 4, 0, 16, -2
#45 Cc1nn(-c2ccccc2)c(C)c1C(=O)NCCc1ccccc1
    -98, 2, -8, 7, -120, 1, -6
#46 COc1ccc(NC(=S)Nc2ccc(OC)cc2OC)c(OC)c1
    x, x, 2, -4, -1, x, x
#47 CSc1nc2ncc3c(n2n1)CC(C)(C)CC3=O
    -4, 4, -1, 7, -6, -1, -31
#48 CS(=O)(=O)Nc1ccc2c(c1)[C@@H]1C[C@@H](CC(=O)NCc3cccnc3)O[C@H](CO)[C@@H]1O2
    -1&-3, -3&-5, 11, -14&-1, -9&9, -2&0, 1&5
#49 CN1C(=O)N(C)c2cccc3cccc1c23
    5, 0, 8, -15, 13, -10, -3
#50 CC(O)(c1ccccc1)c1nc(-c2ccc(Cl)cc2)cs1 (configuration not stated)
    -8, 1, x, -4, -40, -4, 0
#51 CCc1nc(SCc2ccc(Br)cc2)n[nH]1
    -121, -2, -2, -56, -99, -3, -8
#52 CO[C@H]1CN(C)C(=O)c2cc(NS(C)(=O)=O)ccc2OC[C@@H](C)N(C(=O)CC2CC2)C[C@@H]1C
    -2, 0, 13, -7, -21, -6, -1
#53 Oc1ccc(-c2nncn2-c2ccccc2)cc1
    0, 1, -11, -38, 2, 6, -5
#54 Cc1ccc(NS(=O)(=O)c2cc(C(=O)Nc3cccnc3)ccc2C)cc1
    -3, 2, -3, -10, x, -2, -5
#55 CN(C)c1ccc(S(=O)(=O)NCC(=O)NCCOc2ccccc2F)cc1[N+](=O)[O-]
    -1, 1, 3, -8, 10, 12, 1
#56 O=C(C[C@H]1CC[C@H]2[C@@H](COC[C@H](O)CN2S(=O)(=O)c2ccccc2)O1)NCCN1CCCC1
    -8, -1, x, 9, -6, 3, -10
#57 CCC[N+](C)(C)C(C)C(OC(C)=O)c1ccccc1 (configuration not stated)
    12, -2, -9, 0, 4, -7, 2
#58 COc1ccc(C(=O)C(=NN)c2ccccc2)cc1
    -91, -6, x, -28, -149, -3, x
#59 Cc1ccc(S(=O)(=O)N2CCC(C(=O)OCC(=O)N(Cc3ccccc3)C(C)(C)C)CC2)cc1C
    0, -2, 0, 16, 8, -5, -4
#60 O=C(O)/C=C/c1ccc(S(=O)(=O)N2CCN(CCN3C(=O)C4C5C=CC(C5)C4C3=O)CC2)cc1 (configuration not stated)
    13, -1, -2, -2, 7, -2, 0
#61 C[C@H](CO)N1C[C@H](C)[C@H](CN(C)S(C)(=O)=O)Oc2c(NC(=O)c3ccncc3)cccc2C1=O
    -2, 1, -5, -5, -4, -4, -5
#62 CC(C)(C)c1ccc(C(=O)NCc2ccco2)cc1
    -77, 1, x, x, -116, 20, -2
#63 Cc1cc(C)n(CCNC(=O)CC2C(=O)NCCN2Cc2ccccc2C(F)(F)F)n1 (configuration not stated)
    -9, -2, -5, -3, 2, 3, -2
#64 CN(C)CC(=O)N[C@H]1C=C[C@H](CC(=O)NCc2ccccc2F)O[C@@H]1CO
    3, 1, -6, -7, -14, 4, -1
#65 CC1(C)CCCN(C(=O)N2c3ccccc3Sc3ccccc32)C1
    x, -1, x, 9, x, x, 5
#66 Cn1c([N+](=O)[O-])cnc1COC(N)=O
    -4, -2, -1, 11, -13, -6, -2
#67 Cc1nc(-c2ccccn2)sc1C(=O)O
    -9, 1, -3, 6, -16, -3, -3
#68 O=C(/C=C/c1ccc([N+](=O)[O-])cc1)OCC(=O)N1c2ccccc2Sc2ccccc21
    0, 0, x, 8, -8, u, -1
#69 CC(=O)Nc1ccc(S(=O)(=O)NC(C)c2ccncc2)cc1 (configuration not stated)
    9, 1, 0, 7, 17, u, 0
#70 C=CCNC(=O)c1sccc1Oc1ccc(F)cc1[N+](=O)[O-]
    7, -2, -3, -5, 6, -4, 0
#71 O=C(Nc1cccc(Cl)c1)N1CCc2ccccc2C1
    -122, 3, 1, -37, -86, -1, -5
#72 CC(=O)c1ccc(N2CCN(C(=O)c3ccc(Cl)c(NC4=NC5CS(=O)(=O)CC5S4)c3)CC2)cc1 (configuration not stated)
    x, 0, 2, 9, -40, -7, 1
